Compound activity deposited in PubChem by several laboratories.
proCasp3 act – activates human procaspase-3; P42574; recombinant procaspase-3 D3A, Ac-DEVD-pNA absorbance 405 nm; activation, % at 8.5 µM; actives 0.11% (n = 330,000);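 active means activation above the mean of all tested compounds plus 3 SD, cut at about 21% in these data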;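 further: 0% = DMSO alone and 100% = DMSO wells spiked with extra 5 µM PC-3 D3A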
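Compound: 8.5 µM single point, 0.8% DMSO / Material: Autoprocessing-dead procaspase-3 D3A mutant enzyme / Timing: 1 h preincubation plus 2 h reaction at 25 °C / Medium: Zinc-free HEPES/NaCl buffer with 0.01% Triton X-100 at pH 7.4 / Technique: 405 nm absorbance of p-nitroaniline, reads at 0 and 120 min / Repeats: one well per compound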
CIT2-GFP yeast – yeast TOR pathway CIT2-GFP modulation; GFP response vs DMSO, % at 10 µM; AID 2029; actives 0.065% (n = 320,000); S. cerevisiae CIT2-GFP strain, flow cytometry, 3 h; 100 means same as DMSO wells;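 active means GFP response relative to DMSO above a set limit, near the screen mean plus 3 SD, cut at about 150% in these data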;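 further: ratio of well median GFP fluorescence to mean of DMSO wells on the plate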
LAP4 TOR yeast – modulators of TOR pathway LAP4-GFP in S. cerevisiae; AID 2023; actives 0.34% (n = 320,000); S. cerevisiae LAP4-GFP multiplex, flow cytometry GFP, 3 h; median GFP as percent of DMSO wells; GFP response vs DMSO, % at 10 µM;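 active means GFP response vs DMSO above a set limit, about the screen mean plus 3 SD, cut at about 150% in these data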
MEP2-GFP yeast – alters MEP2-GFP fluorescence in TOR pathway yeast screen. S. cerevisiae MEP2-GFP strain, flow cytometry GFP, 3 h; 100% = DMSO control level. GFP response vs DMSO, % at 10 µM. actives 0.51% (n = 330,000). AID 2016;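 active means GFP response versus DMSO above a set limit, roughly screen mean plus 3 SD, cut at about 180% in these data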;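 further: median GFP fluorescence of the barcode-gated MEP2-GFP cells per well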
AGP1-GFP MLPCN – modulators of TOR pathway AGP1-GFP in S. cerevisiae | S. cerevisiae AGP1-GFP multiplex flow cytometry, 3 h; GFP as percent of DMSO wells | AID 2066 | actives 0.02% (n = 320,000) | GFP response vs DMSO, % at 10 µM;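 active means GFP response relative to DMSO above a set limit, near screen average plus 3 SD, cut at about 150% in these data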;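 further: median GFP channel fluorescence of the gated AGP1 strain per well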
RPL19A TOR yeast – yeast TOR pathway RPL19A-GFP modulation | actives 0.3% (n = 330,000) | S. cerevisiae RPL19A-GFP strain, flow cytometry, 3 h; active compounds read low | AID 2025 | percent response vs DMSO, % at 10 µM;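 active means percent response vs DMSO below 50%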;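 further: median channel GFP fluorescence of the barcoded RPL19A-GFP strain; ratio of sample median GFP to plate DMSO average so 100% = DMSO; lower means less RPL19A-GFP as with rapamycin TOR inhibition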
AHR activator – activators of human aryl hydrocarbon receptor. actives 2.5% (n = 320,000). activation, % at 5 µM. AHR-responsive luciferase reporter cells, luminescence. AID 2796. P35869; in the data active means activation above about 47%;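 further: 0% = vehicle wells and 100% = reference agonist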
Target sequence (P35869 whole entry, looked up): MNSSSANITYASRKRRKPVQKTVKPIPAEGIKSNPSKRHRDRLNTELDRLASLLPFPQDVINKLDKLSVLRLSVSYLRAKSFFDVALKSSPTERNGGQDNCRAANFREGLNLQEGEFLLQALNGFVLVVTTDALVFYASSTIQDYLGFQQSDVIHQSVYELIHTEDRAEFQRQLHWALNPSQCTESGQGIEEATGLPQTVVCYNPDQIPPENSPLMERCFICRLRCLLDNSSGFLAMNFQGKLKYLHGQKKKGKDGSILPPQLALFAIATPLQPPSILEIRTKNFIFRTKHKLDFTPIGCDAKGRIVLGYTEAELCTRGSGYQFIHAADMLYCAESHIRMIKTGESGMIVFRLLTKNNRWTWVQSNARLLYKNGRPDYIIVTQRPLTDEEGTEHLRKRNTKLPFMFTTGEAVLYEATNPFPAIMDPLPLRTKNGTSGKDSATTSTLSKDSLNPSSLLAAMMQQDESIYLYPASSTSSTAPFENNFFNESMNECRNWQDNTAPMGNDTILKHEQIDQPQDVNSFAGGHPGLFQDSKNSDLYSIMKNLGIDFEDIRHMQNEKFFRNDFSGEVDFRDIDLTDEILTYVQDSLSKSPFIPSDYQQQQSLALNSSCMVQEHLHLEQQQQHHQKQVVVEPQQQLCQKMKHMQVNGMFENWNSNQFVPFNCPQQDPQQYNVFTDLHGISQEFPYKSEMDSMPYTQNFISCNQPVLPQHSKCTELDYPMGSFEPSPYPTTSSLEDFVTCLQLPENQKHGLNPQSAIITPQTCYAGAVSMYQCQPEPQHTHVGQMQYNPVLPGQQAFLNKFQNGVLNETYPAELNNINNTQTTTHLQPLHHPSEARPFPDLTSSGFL
procasp7 counter – counter-screen: procaspase-7 (human) activation; P55210; recombinant procaspase-7, Ac-DEVD-pNA absorbance 405 nm; D23A/D198A/D206A triple mutant, cannot self-cleave; scale: DMSO 0, 5 µM enzyme 100; activation, % at 8.5 µM; actives 0.093% (n = 330,000); AID 463210;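 active means percent activation above the screen-wide mean plus 3 SD, cut at about 25% in these data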
Target sequence (P55210 whole entry D23A/D198A/D206A): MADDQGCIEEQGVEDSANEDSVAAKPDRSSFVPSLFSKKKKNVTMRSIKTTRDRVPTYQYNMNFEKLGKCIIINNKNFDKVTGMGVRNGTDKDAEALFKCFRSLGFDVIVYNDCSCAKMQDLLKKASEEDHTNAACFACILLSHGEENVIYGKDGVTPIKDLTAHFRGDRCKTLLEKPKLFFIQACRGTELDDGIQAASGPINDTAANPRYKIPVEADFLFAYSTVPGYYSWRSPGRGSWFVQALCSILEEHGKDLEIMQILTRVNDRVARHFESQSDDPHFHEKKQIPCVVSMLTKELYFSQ
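System: Uncleavable procaspase-7 mutant enzyme; Amount: 2 µM procaspase-7 mutant as dispensed; Schedule: 1 h compound preincubation, 2 h substrate cleavage, 25 °C; Measured by: 405 nm absorbance of p-nitroaniline; Evaluation: percent activation from buffer-corrected 0–120 min absorbance change; Control set: low DMSO alone, high DMSO plus 5 µM PC-7.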
Active calls of the source: *; nt = not tested or not shown.

SMILES | proCasp3 act | CIT2-GFP yeast | LAP4 TOR yeast | MEP2-GFP yeast | AGP1-GFP MLPCN | RPL19A TOR yeast | AHR activator | procasp7 counter
Cc1cccc(N=C2NC(=O)/C(=C/c3cccn3C)S2)c1 | -15 | 103 | 114 | 107 | 109 | 102 | 17 | -4
c1ccc(CC2CCN(c3nc4ccccc4n4cnnc34)CC2)cc1 | 1 | 101 | 90 | 93 | 89 | 88 | -4 | 8
CCN(C(=O)CSc1ncn[nH]1)c1c(N)n(Cc2ccccc2)c(=O)[nH]c1=O | 3 | 101 | 103 | 105 | 108 | 101 | -2 | 0
O=C1c2ccccc2C(=O)N1Cc1ccco1 | 7 | 104 | 105 | 110 | 105 | 100 | -1 | 0
C=C1CCN([C@@H](C)C(=O)NCCCCCC)S(=O)(=O)c2ccccc21 | 5 | 100 | 123 | 97 | 89 | 104 | 0 | 5
COc1cccc(CN2CCN(Cc3cccc(Br)c3)CC2)c1OC | 3 | 104 | 98 | 105 | 102 | 102 | 0 | 0
COC(=O)[C@@H](NC(=O)NCc1ccc(F)cc1)C(C)C | 2 | 107 | 97 | 102 | 103 | 100 | -1 | 6
CN1CCN(S(=O)(=O)c2cccc(S(=O)(=O)c3ccc(Cl)cc3)c2)CC1 | 0 | 97 | 100 | 99 | 100 | 98 | -3 | -3
Cc1cc(S(=O)(=O)NCc2ccccn2)c(Cl)cc1Cl | -2 | 105 | 93 | 106 | 100 | 105 | -3 | 10
CCCCn1c(N)c(N(CCOC)C(=O)CCCc2cccs2)c(=O)[nH]c1=O | 0 | 100 | 104 | 99 | 111 | 98 | 1 | 4
COc1ccc(CCn2cnc(=O)c(C#N)c2C)cc1OC | 6 | 112 | 109 | 108 | 105 | 101 | 1 | -5
COc1cc(/C=N/n2c(C3CCCCC3)n[nH]c2=S)cc(OC)c1O | -5 | 100 | 104 | 92 | 98 | 98 | 1 | 0
Cc1nn(Cc2ccccc2)c(C)c1/C=N/NC(=O)c1ccccc1O | 2 | 101 | 94 | 102 | 101 | 100 | 16 | 10
COC(=O)CSc1nc(NC(C)=O)nc(C)c1Br | 7 | 104 | 101 | 101 | 100 | 98 | 0 | 9
O=C(CSc1nnnn1C1CCCCC1)NCc1ccccc1 | 4 | 98 | 105 | 99 | nt | 100 | 2 | -6
O=C(Nc1nc2ccccc2n1CCN1CCOCC1)c1ccc(Cl)cc1 | 1 | 96 | 108 | 107 | 97 | 95 | 23 | 10
CSc1cccc(NC(=O)NCc2cccc(CNC(=O)Nc3cccc(SC)c3)c2)c1 | -2 | 95 | 110 | 104 | 102 | 97 | 2 | 0
O=C(c1ccco1)N(Cc1cc2ccccc2[nH]c1=O)CC1CCCO1 (stereo unspecified) | 1 | 100 | 102 | 105 | 103 | 105 | 3 | 3
O=C1OCCC1Sc1nnc(-c2ccc(Br)cc2)o1 (stereo unspecified) | -1 | 105 | 98 | 174 | 26 | 65 | -1 | -2
CCCNc1cc(C)c(C#N)c2nc3ccccc3n12 | 2 | 91 | 91 | 96 | 91 | 91 | 3 | 5
COC(=O)c1ccc(CSc2ccc3nnc(-c4ccccc4)n3n2)o1 | 3 | 103 | 98 | 102 | 101 | 100 | 1 | 4
CC(=O)NC(Cc1ccccc1)C(=O)NC1CCN(C(=O)c2ccc([N+](=O)[O-])cc2)CC1 (stereo unspecified) | 1 | 88 | 98 | 93 | 92 | 93 | -1 | 4
COc1cc(NC(=S)NCCCN2CCOCC2)cc(OC)c1 | 0 | 98 | 95 | 105 | 93 | 102 | -2 | 1
CC/C(=N\NC(=O)c1cc(C2CC2)[nH]n1)c1ccccc1 | 1 | 110 | 103 | 99 | 105 | 102 | 26 | 2
C[C@H](CO)N1C[C@H](C)[C@@H](CN(C)C(=O)NC2CCCCC2)Oc2c(NS(=O)(=O)c3ccccc3)cccc2C1=O | -4 | 98 | 95 | 97 | 104 | 101 | 2 | 1

(listing goes on)
SMILES | proCasp3 act | CIT2-GFP yeast | LAP4 TOR yeast | MEP2-GFP yeast | AGP1-GFP MLPCN | RPL19A TOR yeast | AHR activator | procasp7 counter
O=C(NCc1ccco1)c1cc(S(=O)(=O)N2CCCCC2)ccc1Cl | -1 | 87 | 92 | 96 | 91 | 92 | 2 | 1
CCCCN1C(=O)C(=O)N(CC(=O)c2ccc3c(c2)CCCC3)C1=O | 3 | 98 | 102 | 98 | 97 | 99 | 0 | -4
O=C(Nc1ccon1)c1ccc(Br)o1 | -10 | 97 | 110 | 106 | 111 | 97 | 1 | -1
Cc1cccc(CN2CCN(C(=O)c3ccccc3F)CC2)c1 | -5 | 97 | 98 | 104 | 96 | 96 | -2 | 2
C=CCNC(=S)N/N=C/c1ccccc1OCCOc1ccccc1 | 0 | 103 | 98 | 113 | 98 | 104 | 12 | 5
Cc1ccc(C)c(N2CCN(C(=O)C3CCN(S(=O)(=O)c4c(C)noc4C)CC3)CC2)c1 | 1 | 89 | 104 | 94 | 99 | 95 | 2 | 15
Cc1ccc(S(=O)(=O)Cn2nnnc2C(c2ccccc2)N2CCN(c3ccccc3)CC2)cc1 (stereo unspecified) | 4 | 82 | 91 | 102 | 100 | 103 | 1 | 2
CC(C)OC(=O)c1cccc(NC(=O)CSc2nnc(N)s2)c1 | -2 | 97 | 109 | 100 | 99 | 92 | 2 | 0
CC(C)(C)OC(=O)N[C@@H](Cc1ccccc1)C(=O)N1CCC(C(=O)O)CC1 | -1 | 82 | 90 | 91 | 89 | 93 | -1 | -7
Cc1ccc(NS(=O)(=O)c2cccc3cccnc23)cc1Cl | 1 | 97 | 94 | 102 | 94 | 102 | 11 | -4
COC(=O)c1c(NC(=O)c2ccnn2C)sc(C)c1C | -7 | 96 | 97 | 104 | 98 | 101 | -3 | 6
O=C(Cc1cccs1)Nc1nnc(SCC(=O)N2CCCCC2)s1 | -2 | 100 | 103 | 104 | 105 | 100 | 2 | -1
CCC(=O)c1ccc(OCC(=O)OCC(=O)c2c(N)n(C)c(=O)n(C)c2=O)cc1 | -1 | 90 | 101 | 95 | 101 | 100 | -1 | 8
Cc1cc(=O)oc(C)c1C(=O)Nc1cccc(F)c1 | -5 | 104 | 100 | 99 | 99 | 99 | 0 | 11
Nc1c(-c2ccccn2)cnn1-c1nc(-c2ccc(F)cc2)cs1 | -4 | 91 | 100 | 111 | 104 | 99 | 63* | -2
COC(=O)c1sc2cc([N+](=O)[O-])cc(SCC(C)C)c2c1N | -2 | 93 | 96 | 110 | 92 | 98 | 19 | -13
CSCC(NS(=O)(=O)c1ccc(C)cc1)C(=O)O (stereo unspecified) | -2 | 108 | 108 | 115 | 106 | 99 | 1 | -10
O=C(NCc1cccs1)c1ccc(N2CCCCC2)nc1 | 5 | 95 | 109 | 102 | 92 | 96 | 3 | -1
O=C(CCNS(=O)(=O)c1cccs1)NCc1ccccc1 | -5 | 97 | 101 | 104 | 98 | 100 | 1 | -5
CCc1nn2c(=O)c(S(=O)(=O)Nc3ccc(C(C)C)cc3)c(C)nc2s1 | 3 | 98 | 101 | 97 | 102 | 98 | 0 | 2
Cc1ccccc1NS(=O)(=O)c1ccc(C(=O)N2CCN(c3ccccc3O)CC2)cc1 | 6 | 140 | 100 | 99 | 105 | 94 | -9 | -4
COc1cccc(NC(=O)C2CC(=O)N(Cc3ccco3)C2)c1 (stereo unspecified) | 1 | 100 | 108 | 102 | 102 | 105 | 9 | -2
CCC(C(=O)OCC(=O)c1c(N)n(CC(C)C)c(=O)n(C)c1=O)c1ccccc1 (stereo unspecified) | -2 | 101 | 106 | 106 | 109 | 102 | 4 | 1
CCOCCCNC(=O)CN1C(=O)/C(=C\c2ccc(C)cc2)Sc2ccccc21 | 1 | 97 | 96 | 97 | 105 | 97 | -3 | 0
Cc1cc(C)cc(NC(=O)Nc2ccc(-n3ccc(C(F)(F)F)n3)cc2)c1 | -4 | 97 | 105 | 100 | 100 | 94 | 8 | -3

More results.
SMILES | proCasp3 act | CIT2-GFP yeast | LAP4 TOR yeast | MEP2-GFP yeast | AGP1-GFP MLPCN | RPL19A TOR yeast | AHR activator | procasp7 counter
COc1ccccc1N1CCN(C(=O)c2ccc(N3CCCC3=O)cc2)CC1 | 6 | 96 | 98 | 102 | 96 | 95 | 2 | 6
CC(C)n1nccc1N(Cc1ccc(Br)cc1)S(=O)(=O)c1ccccc1 | 0 | 92 | 106 | 97 | 105 | 101 | 6 | -14
COCCn1c(SCc2ccc(C)cc2)nc2c1c(=O)[nH]c(=O)n2C | -8 | 103 | 113 | 96 | 110 | 101 | 3 | 8
CCCCc1nnc(NC(=O)C2CCN(c3ncnc4sc(C)c(C)c34)CC2)s1 | 3 | 101 | 105 | 96 | 103 | 94 | -3 | -2
Cn1c(SCC(=O)NCC2CCCO2)nc2c([nH]c3ccccc32)c1=O (stereo unspecified) | 10 | 98 | 97 | 106 | 105 | 100 | 44 | 3
CCC1Oc2ccccc2N(Cc2ccccc2C)C1=O (stereo unspecified) | 15 | 128 | 83 | 99 | 71 | 102 | -2 | 3
Cc1cccc(NC(=O)c2ccc(Cl)c(S(=O)(=O)N3CCCCC3)c2)n1 | -11 | 106 | 91 | 100 | 105 | 98 | 7 | 11
Cc1ccc(-c2cc(Cc3ccccn3)c(=O)[nH]n2)cc1 | 6 | 94 | 110 | 97 | 101 | 97 | 8 | 6
CCOC(=O)C1C(=O)OC(C)(C)C1C(C)C(=O)c1ccc(C)cc1C (stereo unspecified) | -5 | 99 | 97 | 90 | 98 | 94 | -1 | 8
Cn1cc([N+](=O)[O-])c(C(=O)NCc2ccco2)n1 | 3 | 115 | 107 | 109 | 108 | 102 | 4 | 6
CC(=O)Nc1sc(C)c(C)c1C(=O)OCC(=O)N(CC(C)C)c1c(N)n(Cc2ccccc2)c(=O)[nH]c1=O | 3 | 96 | 97 | 100 | 105 | 103 | 1 | 15
Cc1ccc(OCC(=O)N/N=C/c2ccncc2)cc1 | 5 | 105 | 99 | 99 | 104 | 96 | 5 | -2
COc1ccc(/C=C(\C#N)C(=O)Nc2ccccn2)cc1 | 2 | 99 | 109 | 107 | 98 | 105 | 5 | 1
CCOC(=O)c1c(C)oc2c1cc(NS(=O)(=O)c1ccc(C(=O)O)cc1)c1ccccc12 | -1 | 97 | 98 | 102 | 103 | 99 | 25 | 2
Cc1nc2cccc(C(=O)NCc3ccccc3)c2o1 | 1 | 86 | 107 | 110 | 101 | 101 | 5 | -8
CCOc1ccc(C(=O)N[C@H](C(=O)Nc2ccc(OC)c(S(=O)(=O)N3CCOCC3)c2)C(C)C)cc1 | 3 | 100 | 96 | 107 | 102 | 104 | 3 | -7

Some of the entries so far, with values under each structure.
Each structure is followed by: proCasp3 act | CIT2-GFP yeast | LAP4 TOR yeast | MEP2-GFP yeast | AGP1-GFP MLPCN | RPL19A TOR yeast | AHR activator | procasp7 counter
> COc1ccccc1N1CCN(C(=O)c2ccc(N3CCCC3=O)cc2)CC1
  6 | 96 | 98 | 102 | 96 | 95 | 2 | 6
> CC(C)n1nccc1N(Cc1ccc(Br)cc1)S(=O)(=O)c1ccccc1
  0 | 92 | 106 | 97 | 105 | 101 | 6 | -14
> COCCn1c(SCc2ccc(C)cc2)nc2c1c(=O)[nH]c(=O)n2C
  -8 | 103 | 113 | 96 | 110 | 101 | 3 | 8
> CCCCc1nnc(NC(=O)C2CCN(c3ncnc4sc(C)c(C)c34)CC2)s1
  3 | 101 | 105 | 96 | 103 | 94 | -3 | -2
> Cn1c(SCC(=O)NCC2CCCO2)nc2c([nH]c3ccccc32)c1=O (stereo unspecified)
  10 | 98 | 97 | 106 | 105 | 100 | 44 | 3
